# tim10-1 inh: inhibits growth of tim10-1 mutant yeast; S. cerevisiae tim10-1 ts strain growth, BacTiter-Glo, 24 h; inhibition, % at 20 µM; 2.2% of 330,000 active; AID 463190;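 active means inhibition of at least 40%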;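 further: mutant grown at 25 °C; 0% = DMSO wells with yeast and 100% = wells holding no yeast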
# TIM10 inh: TIM10 yeast growth inhibition; 1.4% of 330,000 active; AID 463195; inhibition, % at 10 µM; S. cerevisiae TIM10 strain growth, BacTiter-Glo luminescence, 24 h;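 active means inhibition of 40% or more at the single tested concentration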;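 further: wild-type TIM10 isogenic control strain grown at permissive 25 °C; 0% = DMSO yeast wells and 100% = minimal medium wells without yeast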
# APJ agonist: APJ receptor agonism; CHO-K1 APJ PathHunter beta-arrestin, luminescence; 0% DMSO wells, 100% apelin; activation, % at 20 µM; 0.11% of 330,000 active;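 active means activation more than six SD over the plate average, tested at 20 µM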;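 further: 0% = DMSO alone and 100% = apelin-13 at 10 nM; some results filed as inactive read as strong as hits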
#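 Material: engineered CHO-K1 APJ arrestin reporter cells; amount: 1000 CHO-K1 reporter cells seeded per well; incubation: compound stimulation 90 min at 25 °C, detection 60 min; signal: luminescent beta-gal fragment complementation, chemiluminescent substrate; read-out basis: APJ agonist activity; controls: DMSO-only wells as negative, 10 nM Apelin-13 as positive control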
# UPR CHOP act: activators of apoptotic arm of unfolded protein response (CHOP). CHO-CHOP luciferase reporter, UPR activation, luminescence; percent of tunicamycin response over DMSO baseline. activation, % at 10 µM. 0.34% of 330,000 active. AID 449763;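 active means at 10 µM dose, activation of 40% or more, normalized to positive control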;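 further: 100% = tunicamycin at 10 µg/mL and 0% = DMSO alone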
#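 Assay system: CHO-CHOP cells, stable luciferase reporter of PERK-eIF2a-CHOP signalling / Buffer or medium: F12 plus 10% serum / Compound dosing: one dose, 10 µM in 0.5% DMSO / Times: 6 h compound treatment, 37 °C / Technique: luciferase luminescence / Read-out: % reporter activation, DMSO baseline versus tunicamycin full activation / Benchmarks: tunicamycin and DMSO controls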
# XBP1 UPR activ: activators of adaptive arm of unfolded protein response (XBP1). AID 463104. CHO-XBP1 luciferase reporter, IRE1-XBP1 UPR activation, luminescence; percent of tunicamycin response, DMSO as zero. 0.33% of 330,000 active. activation, % at 20 µM;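 active means versus positive control, 20 µM dose yields 30% or more activation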;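 further: 100% = tunicamycin at 10 µg/mL and 0% = DMSO only wells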
#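 Assay system: IRE1-XBP1 luciferase reporter CHO line. Input: 1000 cells/well. Buffer or medium: F12 with 10% serum. Doses: 20 µM, 1% DMSO. Times: overnight seeding at 37 °C, 6 h compound treatment at 37 °C. Technique: Steady-Glo luciferase glow luminescence, 10 min after reagent addition.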
# APJ antagonist: antagonists of human APJ apelin receptor. P35414. CHO-K1 APJ beta-arrestin complementation, luminescence. inhibition, % at 20 µM. 0.32% of 330,000 active;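 active means inhibition above about 40% at 20 µM, limit read from the data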;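 further: cells challenged with 10 nM apelin-13 agonist together with compound; plate controls were apelin-13 plus DMSO wells for no effect and DMSO wells lacking apelin-13 for full effect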
# Mdm2-MdmX inh: inhibitors of human Mdm2/MdmX interaction; AID 485346; inhibition, % at 8 µM; 3% of 330,000 active; SaOS-2 split-luciferase Mdm2/MdmX complementation, luminescence;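 active means inhibition of at least 50% at 8 µM in the primary screen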
# Target sequence (O15151 whole entry, looked up): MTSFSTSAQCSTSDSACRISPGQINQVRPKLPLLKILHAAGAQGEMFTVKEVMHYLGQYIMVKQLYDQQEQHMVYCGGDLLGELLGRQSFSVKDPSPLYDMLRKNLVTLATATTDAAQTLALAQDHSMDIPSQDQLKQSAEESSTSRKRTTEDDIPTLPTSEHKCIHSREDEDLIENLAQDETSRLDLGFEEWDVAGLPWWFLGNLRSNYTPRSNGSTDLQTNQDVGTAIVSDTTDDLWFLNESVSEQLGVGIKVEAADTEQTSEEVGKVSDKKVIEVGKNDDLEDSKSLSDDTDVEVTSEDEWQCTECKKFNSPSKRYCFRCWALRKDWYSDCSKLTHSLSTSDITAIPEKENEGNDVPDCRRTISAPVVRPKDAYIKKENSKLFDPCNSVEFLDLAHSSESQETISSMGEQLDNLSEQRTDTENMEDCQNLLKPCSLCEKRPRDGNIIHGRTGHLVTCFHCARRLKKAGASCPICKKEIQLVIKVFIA
# Target sequence (Q00987 whole entry, looked up): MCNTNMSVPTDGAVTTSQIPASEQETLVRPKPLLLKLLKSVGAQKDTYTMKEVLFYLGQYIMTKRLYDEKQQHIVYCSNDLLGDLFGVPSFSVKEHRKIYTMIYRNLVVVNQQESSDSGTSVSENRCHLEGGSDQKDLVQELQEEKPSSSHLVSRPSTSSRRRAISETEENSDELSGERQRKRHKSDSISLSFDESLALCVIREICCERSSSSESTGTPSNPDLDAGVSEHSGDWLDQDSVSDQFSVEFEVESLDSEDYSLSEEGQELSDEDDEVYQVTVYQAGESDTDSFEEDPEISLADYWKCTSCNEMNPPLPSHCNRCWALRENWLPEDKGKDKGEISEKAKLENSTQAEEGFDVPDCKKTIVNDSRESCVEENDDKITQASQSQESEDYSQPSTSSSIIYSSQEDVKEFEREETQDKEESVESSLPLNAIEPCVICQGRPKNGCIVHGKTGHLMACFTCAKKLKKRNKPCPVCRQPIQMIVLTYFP
# CXCR6 block: inhibitors of human CXCR6 receptor; CHO-K1 PathHunter CXCR6 beta-arrestin, luminescence; inhibition, % at 20 µM; 0.36% of 360,000 active; in the data active means inhibition above about 34%, passing the limit was not always enough;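 further: antagonist mode with CXCL16 agonist at 10 nM final; 0% = 10 nM CXCL16 with DMSO and 100% = unstimulated wells without agonist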
# tim23-1 inh: growth inhibitors of tim23-1 mutant yeast; S. cerevisiae tim23-1 growth, BacTiter-Glo luminescence, 24 h; inhibition, % at 20 µM; 1.3% of 330,000 active; AID 463212;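 active means growth inhibition of the mutant yeast at or above 50%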;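 further: temperature-sensitive mutant grown at 25 °C; plate controls were DMSO-treated mutant yeast for no effect and medium wells lacking yeast for full effect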
# The depositor's hits bear a star. This is a subset; rates above refer to the full screens.
SMILES,tim10-1 inh,TIM10 inh,APJ agonist,UPR CHOP act,XBP1 UPR activ,APJ antagonist,Mdm2-MdmX inh,CXCR6 block,tim23-1 inh
CC(=O)c1cc(C#N)c(NCc2ccccc2)nc1C,12.1,-36.0,-1.7,-1.1,0.0,13.6,26.0,2.5,6.3
O=c1c([N+](=O)[O-])cccn1Cc1cccc(Br)c1,7.4,15.6,-0.8,0.5,-3.9,11.2,15.5,12.3,9.9
CC1=C(C(=O)OC(C)C)C(c2ccncc2)n2ncnc2N1 (stereo unspecified),7.0,-8.1,-4.0,-2.2,0.7,4.1,-13.7,-11.3,4.7
CCCCNC(=O)CCC(=O)N1CCN(C(c2ccccc2)c2ccccc2)CC1,-1.6,0.8,6.5,0.7,-4.1,-3.8,18.7,-1.9,23.6
Cc1c(C(=O)Nc2nc3ccccc3[nH]2)oc2ccccc12,31.8,62.3*,-0.7,8.9,4.6,8.2,-195.1,20.5,58.7*
CCCCOc1ccc(C(=O)NCC(=O)NCCOc2ccccc2)cc1,8.8,-0.4,-4.0,-0.1,2.0,14.1,-1.5,7.0,-10.0
COc1ccc(-n2c(-c3ccc(Br)cc3)c[n+]3c2CCc2ccccc2-3)cc1,16.4,29.9,-1.4,-1.1,-1.6,8.8,50.8*,-3.8,-52.1
O=c1cc(N2CCc3ccccc32)[nH]c(=O)n1-c1ccc(Cl)cc1,1.1,20.2,-4.2,-1.6,-3.9,-2.9,-10.1,6.0,14.9
CC(C)(C)c1ccc(OCCOc2ccc(C(C)(C)C)cc2NC=O)c(NC=O)c1,46.9*,21.6,1.9,5.3,6.7,-24.7,31.7,-2.1,43.4
COc1ccc(C(=O)NC(=S)N2CCCC2)cc1,-4.4,-4.4,-4.7,0.1,-3.9,-1.7,6.1,14.3,6.7
O=C(O)C1C2C=CC(O2)C1C(=O)NCc1ccc(Cl)cc1 (stereo unspecified),3.1,4.2,-2.8,2.2,-2.2,-4.3,-20.4,-3.4,13.1
Cc1cc(C)c2c3c(oc2n1)C(=O)N(c1cccc(Cl)c1)CC(=O)N3,8.6,17.0,0.4,2.1,-2.7,-3.0,6.9,4.5,18.8
Cc1ccc(NC(=O)c2cccs2)cc1NC(=O)c1cccc(F)c1,-75.6,-39.1,2.4,0.0,-2.4,-8.8,-3.1,-6.7,1.9
CN(C)c1ccc(Nc2nc(N)c([N+](=O)[O-])c(N3CCOCC3)n2)cc1,2.0,-5.6,0.8,1.6,4.3,-17.3,21.0,-4.7,-0.5
Cc1ccccc1OCCC(=O)N(CC(=O)Nc1ccccc1C(F)(F)F)Cc1ccco1,-2.1,-8.3,-2.1,-0.8,12.6,2.0,7.5,-5.7,-4.6
O=[N+]([O-])c1ccc(-n2nncc2-c2ccccc2)cc1,7.4,7.4,-2.6,-0.2,1.3,-1.1,4.8,39.2,12.8
C[C@@]12C(=O)N(c3cccc(Cl)c3)C(=O)N1[C@H](c1ccc(Cl)cc1)[C@@H]1C(=O)N(C3CCCCC3)C(=O)[C@@H]12,11.5,13.6,5.9,1.6,-1.4,-12.3,0.7,-9.0,28.4
COc1cccc(SCc2noc(C(=O)NCCCN3CCOCC3)c2C(=O)NCCCN2CCOCC2)c1,1.4,-7.4,4.6,-0.5,0.1,3.5,-13.6,7.2,11.5
CN1/C(=C\C(=O)CSc2nncn2C)C(C)(C)c2ccccc21,-4.6,-11.8,-0.2,-1.1,2.3,-19.0,16.4,-0.4,4.6
CCc1ccccc1NC(=O)CNC(=O)c1cccc(S(=O)(=O)N2CCN(Cc3ccccc3)CC2)c1,11.4,11.3,-7.1,0.6,-2.3,3.3,20.5,13.9,7.7
COc1cccc(NC(=O)CN2C(=O)NC(C)(CC(C)C)C2=O)c1 (stereo unspecified),11.7,-12.0,-1.9,0.5,-1.8,-9.3,27.3,-6.7,19.2
Cc1ccc(NS(=O)(=O)c2ccc(Br)s2)cc1S(=O)(=O)N1CCOCC1,-6.1,6.6,-1.7,-0.4,-3.8,-15.3,13.4,1.6,10.9
Cc1cccc2nc(CSc3nnc4ccccn34)cn12,1.1,3.1,1.0,0.1,-3.5,-2.6,-16.9,1.8,-7.2
O=C(Nc1cccc(C(F)(F)F)c1)c1cccnc1NCCc1ccccc1,44.3*,43.3*,-1.6,3.6,3.3,-8.3,16.5,-7.8,39.6
CCOc1ccc(S(=O)(=O)N2CCC(C(=O)OC(C)C(=O)N3CCOCC3)CC2)cc1 (stereo unspecified),11.6,3.8,2.3,1.6,-1.7,11.8,22.4,-1.5,1.2
# The list continues:
SMILES,tim10-1 inh,TIM10 inh,APJ agonist,UPR CHOP act,XBP1 UPR activ,APJ antagonist,Mdm2-MdmX inh,CXCR6 block,tim23-1 inh
Cc1ccc(/C=N/N=C2/NC(=O)C(CC(=O)N3CCOCC3)S2)cc1 (stereo unspecified),9.7,9.7,-4.8,-1.2,-2.0,-5.1,19.9,6.3,-5.4
COCCCn1c(=O)c2ccccc2c2ccccc2c1=O,28.3,-3.5,-0.8,-1.7,-0.8,-1.3,9.6,-6.4,22.7
Cc1nc(SCC(=O)c2ccccc2)c([N+](=O)[O-])[nH]1,18.3,-8.0,-3.2,-1.2,-0.5,13.0,-7.6,1.2,6.7
Cc1ccc(NS(=O)(=O)c2ccc(NC(=O)c3cccc(NC(=O)C(C)C)c3)cc2)cc1,7.0,-1.5,-0.9,0.0,-10.8,-7.7,14.0,-5.6,0.7
COc1cccc(C(=O)c2c[nH]c(C(=O)NCc3cccs3)c2)c1,-11.1,7.8,-1.8,0.5,-2.5,-19.4,18.2,0.0,-0.4
O=C(Nc1nccs1)C1CCN(S(=O)(=O)c2ccc(F)cc2)CC1,3.1,-2.9,-2.4,0.6,-7.4,13.1,-15.2,5.1,11.8
CN1CCN(C(=O)CCc2nc3ccccc3n2-c2ccccc2)CC1,2.6,0.1,0.7,0.7,-0.1,15.0,8.9,5.0,1.9
Cc1cc(C)c(C)c(S(=O)(=O)N[C@@H](C)C(=O)OCc2cc(=O)n3cc(Br)ccc3n2)c1C,32.4,32.3,-1.3,-1.9,4.2,6.6,10.2,4.3,-6.5
Cc1ccc(OC(=O)COc2ccccc2C)c(-n2nc3ccccc3n2)c1,38.2,35.0,-2.9,2.9,4.3,19.2,-7.0,-1.0,35.9
COc1cc2sc(-c3ccccc3OC)c(-c3ccc(O)cc3)c2cc1OC,13.0,23.4,-0.9,-0.4,3.3,-4.3,27.1,-6.5,47.0
C[C@H](CO)N1C[C@H](C)[C@@H](CN(C)S(C)(=O)=O)Oc2c(NC(=O)C3CCCCC3)cccc2C1=O,22.3,-0.7,-1.6,-0.3,1.0,-18.5,-61.0,-1.9,23.5
O=C(c1cccnc1)N1CCc2ccccc21,5.6,-1.7,-2.1,-2.5,-2.5,-8.6,7.4,-3.6,9.8
CCc1cc2c(=O)n(-c3ccccc3)cnc2s1,18.9,6.5,-0.3,-0.1,2.4,-32.9,-11.7,-5.9,9.8
CCSc1nnc(NC(=O)CSc2nnc(-c3c[nH]c4ccccc34)n2CC)s1,-0.5,-1.3,2.8,0.9,-1.4,4.7,7.7,-3.6,-4.2
CC(=O)c1c(C)[nH]c(C(=O)NNC(=O)c2ccc(Br)cc2)c1C,-12.2,0.8,-1.0,1.2,-1.1,-15.1,3.5,-4.7,4.6
O=C(CSc1nc2[nH]ncc2c(=O)[nH]1)NCc1ccc(F)cc1,4.0,1.4,-2.0,1.0,-1.5,-11.4,-25.1,-8.3,1.4
COc1cc(C(=O)N(C)CC2CCN(CCc3cccc(C(F)(F)F)c3)CC2)ccc1C,1.5,5.7,-2.9,-0.3,-3.0,-10.4,33.6,4.9,-10.5
COC(C[C@H]1O[C@H]1[C@H](O)COCc1ccccc1)OC,-1.3,8.4,0.9,-1.3,-1.9,13.1,-2.8,7.6,16.1
O=C1CN(C(=O)CSc2nnnn2-c2ccc(Cl)cc2)c2ccccc2N1,11.8,8.7,-2.1,-2.6,1.1,-7.9,-24.9,3.0,11.9
Cc1c(-c2ccccc2)oc2c(C(=O)OCC(=O)Nc3cccc(F)c3)cccc2c1=O,18.6,15.9,1.8,-1.0,5.4,-10.6,7.0,9.5,-1.7
CC1c2[nH]c3ccccc3c2CCN1C(=O)Nc1ccccc1 (stereo unspecified),10.1,23.6,0.6,-0.2,-3.9,10.4,16.9,-4.3,63.9*
CCN(Cc1ccncc1)C(=O)c1cccs1,2.1,0.9,-5.0,-0.3,5.7,23.0,13.1,13.0,13.4
COc1ccc(-n2c(C)cc(/C=C3\C(=N)N4N=C(CC(=O)N5CCOCC5)SC4=NC3=O)c2C)cc1,23.3,1.8,-0.5,0.9,-1.8,30.9,8.8,5.1,15.3
C/C(=C\c1ccccc1)CN1CCN(C(C)C)C(CCO)C1 (stereo unspecified),5.3,-10.0,0.0,2.2,-6.1,9.6,-17.0,2.9,8.2
CCOC(=O)CNC(=O)CNC(=O)c1ccc(OC)cc1,8.2,0.8,-1.4,-0.5,-1.0,4.8,14.7,-5.8,9.5
# Continued.
SMILES,tim10-1 inh,TIM10 inh,APJ agonist,UPR CHOP act,XBP1 UPR activ,APJ antagonist,Mdm2-MdmX inh,CXCR6 block,tim23-1 inh
Cc1c[n+](CC(=O)c2ccccc2)c(C)cn1,3.8,1.4,-3.3,1.1,-5.3,5.5,-3.0,3.3,6.7
COc1ccccc1N(C)S(=O)(=O)c1ccc(C(=O)Nc2ccc(N3CCOCC3)cc2)cc1,47.4*,34.8,1.6,-1.4,-5.0,-5.1,23.4,-5.0,34.8
Cn1c(SCc2ccc(Br)cc2)nnc1-c1ccncc1,5.6,-4.9,-0.2,-1.7,1.0,-12.6,-11.3,-7.9,12.0
N#Cc1cccc(-n2c(-c3ccccc3)nnc2-c2ccccc2)c1C#N,46.5*,19.8,-1.3,6.2,-1.3,-6.8,5.4,-3.8,41.8
COC(=O)c1oc2ccc(Br)cc2c1NC(=O)CN1CCN(C)CC1,-21.0,-29.4,-3.0,0.6,-2.4,0.9,18.9,4.2,-5.1
CCn1c(=O)c(C(=O)NC(C)c2ccccc2)c(O)c2ccccc21 (stereo unspecified),-19.0,-17.2,-1.8,2.5,2.1,14.0,34.1,-7.7,30.2
Cc1ccc(OCC(=O)N/N=C/c2cccnc2)cc1C,16.2,-2.8,1.0,1.2,-1.7,-7.0,0.6,-5.1,0.5
CCCNC(=S)N1CCN(c2nc(-c3cccc(OC)c3)cs2)CC1,32.4,19.2,0.2,0.5,-3.1,-1.0,-6.4,3.5,39.1

# 3 records picked at random from the list so far, as already listed:
SMILES,tim10-1 inh,TIM10 inh,APJ agonist,UPR CHOP act,XBP1 UPR activ,APJ antagonist,Mdm2-MdmX inh,CXCR6 block,tim23-1 inh
COC(=O)c1oc2ccc(Br)cc2c1NC(=O)CN1CCN(C)CC1,-21.0,-29.4,-3.0,0.6,-2.4,0.9,18.9,4.2,-5.1
CCCNC(=S)N1CCN(c2nc(-c3cccc(OC)c3)cs2)CC1,32.4,19.2,0.2,0.5,-3.1,-1.0,-6.4,3.5,39.1
COc1ccccc1N(C)S(=O)(=O)c1ccc(C(=O)Nc2ccc(N3CCOCC3)cc2)cc1,47.4*,34.8,1.6,-1.4,-5.0,-5.1,23.4,-5.0,34.8

# Screens from PubChem BioAssay.
